# GASC-1 inh: inhibitors of GASC-1 histone demethylase, primary screen, biochemical, fluorescence, DELFIA europium; Lysine-specific demethylase 4C (Homo sapiens), Q9H3R0; GST-JMJD2C(1-420) H3K9me3 demethylation; inhibition, % at 2.35 µM; actives 0.069% (n = 330,000); AID 2099, 2009;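 active means more than half of a compound's replicate wells show inhibition beyond 50%, single wells judged on their own value; inconclusive means some, but no more than half, of replicates pass 50% inhibition; inactive means no replicate passes 50% inhibition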;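 further: signal counts dimethyl H3K9 product captured on neutravidin plate; 0% = median of DMSO wells and 100% = 0.3 times that DMSO median; strong numbers were not always called active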
# Target sequence (Q9H3R0 1-420 limits assumed): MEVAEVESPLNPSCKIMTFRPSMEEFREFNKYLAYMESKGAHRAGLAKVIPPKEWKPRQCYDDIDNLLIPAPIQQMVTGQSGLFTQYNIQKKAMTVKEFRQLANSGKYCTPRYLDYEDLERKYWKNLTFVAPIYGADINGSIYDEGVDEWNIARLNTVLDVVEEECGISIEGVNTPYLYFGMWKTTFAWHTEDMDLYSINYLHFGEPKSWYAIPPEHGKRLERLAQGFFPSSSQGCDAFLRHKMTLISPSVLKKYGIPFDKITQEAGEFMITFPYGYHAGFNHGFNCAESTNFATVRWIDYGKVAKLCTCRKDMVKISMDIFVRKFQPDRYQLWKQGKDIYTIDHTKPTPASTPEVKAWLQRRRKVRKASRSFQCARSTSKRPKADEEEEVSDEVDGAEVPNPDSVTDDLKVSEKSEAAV
# TPT1 inhibitor: Candida albicans TPT1 enzyme inhibitors, primary screen, biochemical, fluorescence polarization | recombinant caTPT1, FP RNA substrate dephosphorylation | inhibition, % at 5 µM | actives 0.81% (n = 300,000) | AID 1962, 2009;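 active means inhibition above the mean of all tested compounds plus 3 SD, set per screening campaign, cut at about 24% in these data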;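 further: plate controls were DMSO alone for no effect and ferristatin control at 100 nM for full effect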
# Fh CTSL1 inh: Fasciola hepatica cathepsin L1 inhibitors, primary screen, counter-screen for PFM18AAP inhibitor project, biochemical, QFRET, fluorogenic peptide substrate; recombinant F. hepatica cathepsin L1, Z-Leu-Arg-MCA fluorescence; inhibition, % at 5.96 µM; actives 0.49% (n = 300,000); AID 1906, 2009;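 active means inhibition above the mean of all tested compounds plus 3 SD, set per screening campaign, cut at about 17% in these data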;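 further: 0% = plate median of test compound wells and 100% = 1 µM Z-Phe-Ala-diazomethylketone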
# CR mimetic SO: reduction of superoxide in aged yeast, primary screen, HTS | S. cerevisiae aged cells, superoxide DHE fluorescence; hits give low values | superoxide response (% of plate mean), % at 10 µM | actives 0.18% (n = 330,000) | AID 2690, 2010;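 active means superoxide response under a set limit, about three screen SD below normal, cut at about 65% in these data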;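 further: yeast aged for seven days with compound at 30 °C before DHE staining; 100% = average MFI of all compound-treated wells on the plate with controls excluded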
# EBNA-1 inh: EBNA-1 DNA-binding inhibitors, primary screen, biochemical, fluorescence polarization. inhibition, % at 14.8 µM. actives 0.34% (n = 300,000); in the data active means inhibition above about 28%
# ZTA DNA inh: counter-screen for EBNA-1 inhibitors: inhibitors of Epstein-Barr virus ZTA. actives 0.15% (n = 320,000). P03206. ZTA-DNA binding, fluorescence polarization. inhibition, % at 11 µM; in the data active means inhibition above about 33%
# Target sequence (P03206 whole entry, looked up): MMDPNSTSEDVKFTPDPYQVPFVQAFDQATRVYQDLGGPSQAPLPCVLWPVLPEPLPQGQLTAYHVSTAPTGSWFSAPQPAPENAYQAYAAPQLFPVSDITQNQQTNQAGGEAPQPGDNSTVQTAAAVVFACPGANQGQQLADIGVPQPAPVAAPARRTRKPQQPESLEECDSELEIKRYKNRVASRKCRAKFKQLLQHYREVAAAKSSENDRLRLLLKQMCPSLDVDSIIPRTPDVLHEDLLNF
# PP1 counter: PP1-alpha phosphatase inhibitors, primary screen, counter-screen for PP5 inhibitor project, biochemical, fluorescence, OMFP substrate, single point | Serine/threonine-protein phosphatase PP1-alpha catalytic subunit (Homo sapiens), P62136 | purified PP1alpha | actives 0.9% (n = 320,000) | inhibition, % at 6.7 µM | AID 2235, 2010;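 active means inhibition above the mean inhibition of all tested compounds plus 3 SD, computed separately for each screening campaign, cut at about 15% in these data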
# Target sequence (P62136 whole entry, looked up): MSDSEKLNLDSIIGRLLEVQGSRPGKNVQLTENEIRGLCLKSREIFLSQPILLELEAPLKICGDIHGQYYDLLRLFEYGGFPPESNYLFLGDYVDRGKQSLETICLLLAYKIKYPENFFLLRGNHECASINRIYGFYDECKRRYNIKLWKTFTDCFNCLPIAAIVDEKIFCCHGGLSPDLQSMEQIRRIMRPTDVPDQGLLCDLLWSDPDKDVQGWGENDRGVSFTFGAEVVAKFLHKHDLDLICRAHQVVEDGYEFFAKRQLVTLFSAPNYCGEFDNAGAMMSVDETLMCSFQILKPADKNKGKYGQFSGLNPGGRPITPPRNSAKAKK
# PP5 inh: PP5 phosphatase inhibitors, primary screen, biochemical, fluorescence; AID 1987, 2009; actives 0.18% (n = 320,000); purified PP5c, OMFP substrate fluorescence; inhibition, % at 6.7 µM; Serine/threonine-protein phosphatase 5 (Homo sapiens), P53041;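 active means inhibition above the campaign's mean inhibition across all tested compounds plus 3 SD, cut at about 9.5% in these data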;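 further: 0% = DMSO only and 100% = 100 µM cantharidin control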
# HCV core dimer: inhibitors of HCV core protein dimerization, primary screen, biochemical, TR-FRET, high-throughput; TR-FRET GST/Flag-core106 dimerization, 1536-well; inhibition, % at 5 µM; actives 0.33% (n = 300,000);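 active means inhibition above the mean of all tested compounds plus 3 SD, set per screening campaign, cut at about 45% in these data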
#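 assay system = GST-tagged and Flag-tagged HCV core protein residues 1-106 | controls = unlabelled core106 and no-GST-core106 wells | incubation = compound-protein-antibody incubation 4 h at 22.5 °C | probe or stimulus = Eu donor and XL665 acceptor anti-tag antibodies | read-out = % inhibition based on acceptor/donor emission ratio | signal = TR-FRET 671 and 617 nm emission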
# Starred values were filed as active, the others as inactive; ? = inconclusive; / = no result given; & = joins results of further samples.
SMILES,GASC-1 inh,TPT1 inhibitor,Fh CTSL1 inh,CR mimetic SO,EBNA-1 inh,ZTA DNA inh,PP1 counter,PP5 inh,HCV core dimer
C/C(=N\c1nc2ccccc2n1C)c1cc(Cl)ccc1O,-8,-3,-2,90,0,-14,22*,1.3,-8
CCOCC(=O)NCc1ccc2c(c1)cc(C)n2C,-5,-7,1,86,5,15,0,-2.3,-1
Cc1ccc(CNC(=O)CCNC(=O)c2ccc(Br)o2)cc1,0,-3,-3,112,-3,1,-2,2.2,-5
COc1cccc(C2SCC(=O)N2c2ccc(C)cc2)c1OC (configuration not stated),-35,0,-4,85,-3,0,6,5.3,-2
N#C/C(=C\c1ccc(N2CCCCC2)c([N+](=O)[O-])c1)c1nn(-c2ccccc2)c(N)c1C#N,5,0,0,109,0,-2,-4,2.4,20
CC1CCN(S(=O)(=O)c2ccc3c(c2)N(CC(=O)NCCCN2CCCCC2)C(=O)CS3)CC1,24,0,6,111,-11,-4,-1,0.4,-3
COc1ccccc1NC(=O)CN(C)S(=O)(=O)c1cc(C)ccc1OC,-4,3,2,110,1,9,-1,2.0,-4
N#CCCn1c(SCC(=O)N2CCN(S(=O)(=O)c3ccccc3)CC2)nc2ccccc21,-8&46,-6,-2,97,8,-2,-6,0.5,6
COc1ccc(-c2cn(-c3ccc(C)cc3C)c(=O)[nH]2)cc1OC,3,-4,-3,82,8,-2,-2,-0.2,9
COc1ccc(CNc2nnnn2C)cc1,-16,-3,2,100,3,-9,4,0.8,3
CCOC(=O)c1cccc(NC(=O)c2ccc3c(c2)C(=O)N(CC2CCCO2)C3=O)c1 (configuration not stated),-2,-1,0,99,-9,-5,0,4.4,0
CC(C)CC[n+]1ccn(C2=C([O-])c3ccccc3C(=O)/C2=N\S(=O)(=O)c2ccccc2)c1,-1,-3,11,138,-11,-6,0,5.0,-8
O=C(OC1CCOC1=O)c1ccc(CO)cc1 (configuration not stated),92,1,2,93,-3,11,3,-1.0,10
CCOC(=O)CNC(=O)/C=C/c1ccc2c(c1)OCO2,3,-2,3,98,4,7,-2,2.7,0
Nn1c(Cc2ccc(Br)cc2)n[nH]c1=S,-7,-1,-1,96,-2,10,2,0.1,-1
CC12CCC(C(=O)Nc3cc(Cl)ccc3Cl)(C(Br)C1=O)C2(C)C (configuration not stated),-5,1,4,96,-8,-19,-2,1.6,-4
O=c1n(-c2ccccc2)c(=O)n2n1CC(O)C2,1,-1,-4,100,7,4,-4,-1.1,6
Cc1ccc(S(=O)(=O)/N=C2/NC(=O)/C(=C/c3ccc(Br)o3)S2)cc1,10,16,4,102,7,-4,10,3.3,11
CCc1ccccc1NC(=S)N(CCCN1CCOCC1)Cc1cccs1,3,1,0,96,-10,-5,1,-1.1,-1
Cc1ccc(C)c(NC(=O)c2ccccc2Sc2ccc([N+](=O)[O-])cc2Cl)c1,0,3,3,89,4,14,-2,4.8,5
COC(=O)c1cn(NC(=O)c2cc(OC)c(OC)c(OC)c2)c(=O)c2ccccc12,17,0,0,94,-1,-5,0,0.3,5
O=C(CSc1nc2ccccc2o1)Nc1nc(-c2ccccc2)cs1,-16,0,-3,101,3,-1,3,2.3,5
CCN(Cc1nc2ccccc2c(=O)[nH]1)C(=O)c1cccc(S(=O)(=O)N2CCc3ccccc32)c1,2,/,/,95,/,2,0,1.3,/
C(=N\C(/N=C/c1ccco1)c1ccco1)/c1ccco1,-7,5,1,103,-16,-15,0,0.8,2
CC(=O)c1ccc(NC(=S)NC(C)CCc2ccccc2)cc1 (configuration not stated),13,-3,-3,101,-5,4,-5,3.2,6

# Next section:
SMILES,GASC-1 inh,TPT1 inhibitor,Fh CTSL1 inh,CR mimetic SO,EBNA-1 inh,ZTA DNA inh,PP1 counter,PP5 inh,HCV core dimer
O=C(CS(=O)c1ccc(F)cc1)Nc1ccccc1Cl (configuration not stated),6,-17,-4,98,-15,15,-2,-1.2,2
Cn1c(N2CCN(C(=O)Nc3ccc(C(F)(F)F)cc3)CC2)nc2ccccc21,-42,-6,1,95,25,-5,5,4.3,8
CCc1nnc(NC(=O)CSc2ncc(-c3ccccc3)n2CC)s1,-9,-2,-1,102,-2,-12,3,1.3,-1
CC1Cc2ccccc2N1S(=O)(=O)c1cccc(C(=O)NC2CC2)c1 (configuration not stated),-7,-2,2,161,0,-2,0,1.4,-1
NS(=O)(=O)c1ccc(CCNC(=O)CNC(=O)c2ccc(Br)o2)cc1,2,/,/,163,/,0,0,-0.2,/
COc1ccc(C(=O)NC(=S)N2CCCc3ccccc32)cc1OC,6,0,4,102,8,4,-4,0.2,8
O=c1c2c(nc3cc(-c4ccc(F)cc4)[nH]n13)CCCC2,-11,-1,1,98,-10,-1,0,3.9,-4
CSc1cccc(NC(=O)CSc2ccc(C)cc2)c1,-1,-6,4,111,5,-10,3,1.7,7
COc1cccc(NC(=O)C/C(C)=N/NC(=O)c2ccccc2Cl)c1,-5,-4,-1,111,16,5,2,2.0,-6
CCN(CC)CCNC(=O)c1ccc(NC(=O)Cc2ccccc2F)cc1,0,-1,4,113,2,12,-4,-0.3,1
COc1ccc(-c2cc(C(=O)NN)[nH]n2)cc1OC,/,-2,-1,91,-6,-10,5,1.0,-3
COC(=O)C(=O)Nc1nnc(COc2ccccc2)s1,-8,-4,1,95,10,-7,1,-0.7,-3
COC(=O)c1ccc(Cn2nc(C)cc2C)cc1,-10,1,-4,89,0,1,-1,2.2,-4
CCOC(=O)C1(CCc2ccccc2)CCN(Cc2cccc3nccnc23)CC1,-5,-1,3,100,-5,2,3,4.4,-1
CNCC(=O)Nc1c(C)n[nH]c1C,2,-1,3,89,6,-4,-1,2.9,-4
Cc1oc2c(CN3CCCC(C)C3)c(O)ccc2c(=O)c1-c1ccccc1 (configuration not stated),0,-5,3,95,-13,7,0,0.5,2
Cc1ccc(S(=O)(=O)N2CCC(C(=O)NCCCN3CCCC3=O)CC2)cc1C,0,-2,-1,101,7,-8,-4,-1.0,5
Fc1ccc(NC(=S)NC2CCCCC2)c(F)c1F,-2,-3,-3,102,-3,0,0,7.2,-6
O=C(Nc1ccccc1)Oc1ccccc1N1CCOCC1,-8,0,-4,77,-11,-14,-1,2.4,0
COc1cc(OC)cc(C(=O)Nc2ccc(-c3nc4ccccc4o3)cc2)c1,-41,6,2,90,-3,10,-1,3.1,6
Cc1ccc(C)c(N(C(=O)c2csnn2)C(C(=O)NC2CCCC2)c2ccncc2)c1 (configuration not stated),9,-1,-9,99,-11,-10,5,2.5,-1
COc1cc(CN2CCNC(=O)C2CC(=O)N(C)Cc2cccnc2)cc(OC)c1 (configuration not stated),0,-3,-1,107,5,-16,-2,2.2,-5
CCOC(=O)C1CCN(C(=O)CCc2nnc3ccc(N4CCC(C)CC4)nn23)CC1,2,-2,0,87,4,0,4,0.6,0
CCN1CCN(c2ccc(N=Cc3ccc(O)cc3O)cc2)CC1,-2,0,5,96,-3,11,2,-1.2,-1
CN(CCO)C1=NS(=O)(=O)c2cc([N+](=O)[O-])ccc21,-5,-1,1,111,17,12,-1,-0.6,-1

# Part of the list above, showing only CR mimetic SO.
structure	CR mimetic SO
COc1cc(CN2CCNC(=O)C2CC(=O)N(C)Cc2cccnc2)cc(OC)c1 (configuration not stated)	107
CCc1nnc(NC(=O)CSc2ncc(-c3ccccc3)n2CC)s1	102
CCOC(=O)C1(CCc2ccccc2)CCN(Cc2cccc3nccnc23)CC1	100
CCN(CC)CCNC(=O)c1ccc(NC(=O)Cc2ccccc2F)cc1	113
CCOC(=O)C1CCN(C(=O)CCc2nnc3ccc(N4CCC(C)CC4)nn23)CC1	87

# (cont.)
SMILES,GASC-1 inh,TPT1 inhibitor,Fh CTSL1 inh,CR mimetic SO,EBNA-1 inh,ZTA DNA inh,PP1 counter,PP5 inh,HCV core dimer
CCNc1ccc(C(=O)OCC)cc1NC(=O)c1cccc(S(=O)(=O)N(C)c2ccccc2)c1,1,0,0,99,4,-13,7,4.3,3
CCOC(=O)c1sc2ncc([N+](=O)[O-])cc2c1N,2,-6,-2,103,-2,9,-9,3.0,0
O=C(N/N=C/c1ccc2c(c1)OCO2)c1cccs1,3,-4,-1,92,-2,3,-6,1.1,-2
CC(C)/C=C/CN1CCC(Oc2ccc(C(=O)N3CCCC3)cc2)CC1,?,-4,2,88,14,4,-1,1.2,-1
Cn1cccc1/C=C1\SC(=S)N(NC(=O)c2ccccc2Cl)C1=O,9,87*,3,116,3,13,-1,4.4,-7
CC(NC(=O)COC(=O)c1ccccc1Nc1ccccc1)c1ccccc1 (configuration not stated),-2,-2,3,96,4,10,2,-3.3,-8
CCC(C(=O)NCc1ccco1)N(C(=O)CNS(=O)(=O)c1ccccc1)c1ccccc1C (configuration not stated),-8,-7,-4,110,2,4,-3,-0.5,-1
O=C(N/N=C\c1ccco1)Nc1cccc(Cl)c1,-1,1,0,110,5,6,-2,3.0,-5
CC(C)Cn1c(SC(C)C(=O)NC2CC2)nnc1-c1ccccc1F (configuration not stated),-6,/,/,92,/,1,-3,-1.8,/
O=c1cc(CNc2ccc(Br)cc2)nc2sccn12,-6,3,-1,109,3,3,-2,1.8,-3
O=C(NCc1ccccc1Cl)c1ccc(CSc2nc3ccncc3[nH]2)cc1,7,-2,9,80,-4,-21,6,-0.9,5
O=C(NCc1ccc(F)cc1)c1cnn2ccccc12,-4,0,-2,98,-10,-6,-2,1.8,1
CCn1cc(Cl)c(C(=O)Nc2cccc(C(F)(F)F)c2)n1,-10,7,2,101,2,16,0,2.6,0
S=C(c1ccc(-c2cccc(Cl)c2)o1)N1CCCCC1,-2,1,2,100,-2,-3,-1,0.5,10
O=C(CN1CCN(S(=O)(=O)c2ccccc2)CC1)NC(=O)NCc1ccco1,-4,3,-1,112,8,2,0,-1.7,7
COc1ccc(CCNC(=O)C23CN(Cc4ccccc4)CC2C(c2ccc([N+](=O)[O-])cc2)=NO3)cc1 (configuration not stated),-8,0,-1,104,3,3,7,5.5,16
CC(=O)c1ccc(NC(=O)CSc2nnc(Cn3cnc4ccccc43)o2)cc1,9,0,-3,83,3,1,0,1.2,3
CC(C)Cn1c(SCC(=O)NCc2ccc(Cl)cc2)nnc1-c1cccc(S(=O)(=O)N2CCOCC2)c1,-6,3,-4,98,-1,16,-8,0.8,3
N#CCCN(C(=O)CN1CCN(S(=O)(=O)c2ccc3c(c2)OCCO3)CC1)c1ccc(F)cc1,-12,/,/,95,/,12,-2,3.9,/
CC(=O)CSc1cc(-c2ccccc2)nc2ncnn12,78,-4,-3,105,-2,0,-4,1.4,3
Cc1ccc(-c2cnc(NCc3cc4c(cc3[N+](=O)[O-])OCO4)n2C)cc1C,10,8,3,98,-1,11,-4,-0.9,-1
Cc1ccc2nc(C3CCCN(C(=O)NCc4ccccc4)C3)[nH]c2c1 (configuration not stated),1,0,-1,110,7,-13,-2,1.6,0

# Screening results as filed in PubChem.
